Screening results: PubChem BioAssay, The Scripps Research Institute Molecular Screening Center
CHO-K1 Ca antag: M1 antagonist counterscreen hit in parental CHO-K1 cells. 360,000 compounds, 0.6% hits. inhibition, % at 3 µM. ATP-induced calcium, Fluo-8 fluorescence;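 active means inhibition above a per-plate cutoff, the plate's mean sample inhibition plus 3 SD, cut at about 24% in these data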;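 further: 0% = DMSO plus EC80 ATP and 100% = DMSO alone without ATP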
CHO-K1 Ca PAM: counter-screen for M1 PAMs: effect in parental CHO-K1 cells; 360,000 compounds, 0.02% hits; ATP EC20, Fluo-8 calcium fluorescence; 0% at ATP EC20, 100% at ATP max; activation, % at 3 µM;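 active means activation above the run cutoff, the mean activation of all test compounds plus 3 SD, cut at about 40% in these data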;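 further: peak over basal fluorescence ratio in a 140 s read after ATP addition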
TAAR1 antag: antagonists of human TAAR1 | Q96RJ0 | CHO RD-HGA16 TAAR1, Fluo-8 calcium fluorescence, antagonist | inhibition, % at 3 µM | 360,000 compounds, 1.5% hits | AID 624466;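 active means inhibition above a per-plate cutoff, the mean inhibition of test compounds on that plate plus 3 SD, cut at about 49% in these data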;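 further: 0% = DMSO plus EC80 beta-PEA response and 100% = DMSO alone without agonist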
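Material: RD-HGA16 CHO cells with stable hTAAR1 and Gα16; Dosing: single nominal final test compound concentration of 3 µM; Schedule: seeding 17-24 h prior, 75-min 37 °C, 30-min RT dye loading; Detection: kinetic Fluo-8 calcium fluorescence measurement; Measure: % inhibition from peak post-agonist over basal fluorescence ratio; Benchmarks: vehicle and agonist controls.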
CHO parental Ca: signal in parental CHO cells, OX1R antagonist counter-screen | parental CHO-K1, ATP-induced calcium, Fluo-8 fluorescence | 330,000 compounds, 0.63% hits | inhibition, % at 5.6 µM;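 active means inhibition above that plate's mean sample inhibition plus 3 SD, cut at about 26% in these data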;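 further: 0% = ATP-challenged DMSO wells and 100% = DMSO wells without ATP; some compounds past the cut are filed as inactive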
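Material – parental CHO cells · Reagent – ATP stimulus · Compound – single nominal dose of 5.6 µM per compound · Detection – Fluo-8 fluorescence · Read-out basis – percent inhibition of calcium signal · Controls – ATP-challenged DMSO wells low, unchallenged DMSO wells high · Repeats – no replicates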
CHRM1 agonist: human M1 muscarinic receptor agonism | P11229 | CHO-K1 hM1, Fluo-8 calcium fluorescence, agonist mode; 0% DMSO, 100% acetylcholine EC100 | activation, % at 3 µM | 360,000 compounds, 0.33% hits;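 active means activation above the run's mean compound activation plus 3 SD, cut at about 16% in these data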;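 further: peak over basal fluorescence ratio within a 140 s kinetic read after compound addition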
Target sequence (P11229 whole entry, looked up): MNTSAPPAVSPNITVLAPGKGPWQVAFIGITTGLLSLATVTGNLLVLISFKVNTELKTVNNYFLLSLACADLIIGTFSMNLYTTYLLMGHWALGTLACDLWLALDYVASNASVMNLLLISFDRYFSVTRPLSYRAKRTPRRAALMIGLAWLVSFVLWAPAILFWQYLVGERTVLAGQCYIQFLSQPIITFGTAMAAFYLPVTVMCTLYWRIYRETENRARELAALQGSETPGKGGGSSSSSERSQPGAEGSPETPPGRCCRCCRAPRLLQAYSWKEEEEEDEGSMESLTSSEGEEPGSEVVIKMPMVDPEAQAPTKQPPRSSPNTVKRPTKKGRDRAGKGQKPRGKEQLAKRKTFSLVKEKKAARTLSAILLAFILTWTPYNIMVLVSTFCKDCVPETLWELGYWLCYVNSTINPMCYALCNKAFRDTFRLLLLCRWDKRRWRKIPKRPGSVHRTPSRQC
OXTR potentiator: potentiates the human oxytocin receptor response | P30559 | CHO-OTR cells, Fluo-8 calcium fluorescence, potentiator mode; 0% = oxytocin EC15, 100% = EC100 | activation, % at 3 µM | 320,000 compounds, 0.061% hits | AID 2445;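 active means activation above that plate's cutoff, the mean activation of tested compounds plus 3 SD, cut at about 6.6% in these data, passing the limit was not always enough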;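 further: 100% uses oxytocin at 75 nM as the full agonist control; some results filed as inactive read as strong as hits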
Target sequence (P30559 whole entry, looked up): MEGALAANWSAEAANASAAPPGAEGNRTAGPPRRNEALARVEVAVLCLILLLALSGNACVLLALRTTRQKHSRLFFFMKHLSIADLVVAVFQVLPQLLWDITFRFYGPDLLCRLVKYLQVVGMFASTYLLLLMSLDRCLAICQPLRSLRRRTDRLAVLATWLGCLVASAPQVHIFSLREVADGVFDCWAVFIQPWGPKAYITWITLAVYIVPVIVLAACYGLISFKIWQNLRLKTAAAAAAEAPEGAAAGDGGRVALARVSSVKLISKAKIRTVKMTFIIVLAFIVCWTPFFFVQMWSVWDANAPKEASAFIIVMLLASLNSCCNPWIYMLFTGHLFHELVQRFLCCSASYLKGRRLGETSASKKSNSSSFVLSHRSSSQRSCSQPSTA
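assay system = CHO-OTR cells, human receptor | schedule = compound 6 min at room temperature before oxytocin, 100 s read | detection = Fluo-8 intracellular calcium fluorescence, ex 470-495, em 515-575 nm | evaluation = normalized max/min fluorescence ratio, % activation | control set = EC15 oxytocin alone as 0%, 75 nM oxytocin (EC100) as 100%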
TAAR1 agonist: agonists of human TAAR1 | CHO RD-HGA16 TAAR1, Fluo-8 calcium fluorescence; vehicle wells 0%, saturating PEA agonist 100% | activation, % at 3 µM | 360,000 compounds, 0.99% hits | AID 624467;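 active means activation above the mean activation of all test compounds in the run plus 3 SD, cut at about 38% in these data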
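Assay system: CHO-derived RD-HGA16 cells with stable Gα16 and human TAAR1; timing: 17-24 h seeding, 75 min 37 °C dye, 30 min RT; read-out: % activation from peak over basal fluorescence ratio, DMSO-to-PEA scaled; measured by: kinetic Fluo-8 calcium fluorescence; benchmarks: low control DMSO, high control PEA (EC100); doses: 3 µM single concentration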
CHO-K1 Ca ag: M1 agonist counterscreen hit in parental CHO-K1 cells | Fluo-8 calcium fluorescence; scaled to maximal ATP response, vehicle zero | activation, % at 3 µM | 360,000 compounds, 0.48% hits | AID 602248; in the data active means activation above about 15%;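 further: untransfected CHO-K1 host cells lacking M1 receptor as counterscreen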
M1 antag: blocks human M1 muscarinic receptor | CHO-K1 hM1, Fluo-8 calcium fluorescence, ACh EC80 antagonist | inhibition, % at 3 µM | 360,000 compounds, 1.3% hits;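 active means percent inhibition above its own plate's cutoff, namely the mean of that plate's compound wells plus 3 SD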;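 further: peak over basal fluorescence ratio during 140 s after agonist addition; 0% = ACh EC80 plus DMSO and 100% = DMSO alone without agonist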
Active calls of the source: *; nt = not tested or not shown. The order is random; overall some 4.2% were active at least once.

Values run as follows: CHO-K1 Ca antag	CHO-K1 Ca PAM	TAAR1 antag	CHO parental Ca	CHRM1 agonist	OXTR potentiator	TAAR1 agonist	CHO-K1 Ca ag	M1 antag
(1) CC(C)CNS(=O)(=O)c1cc(C(=O)N2CC(C)OC(C)C2)c(Cl)cc1Cl (stereo not drawn)
→ -21	17	-6	-16	0	-8	-1	1.9	-14
(2) CCOC(=O)c1c(NC2=NS(=O)(=O)c3ccccc32)sc2c1CCC(C)C2 (stereo not drawn)
→ -3	16	-21	-3	-3	3	1	0.7	-4
(3) COc1cc(NC(=NS(=O)(=O)c2ccccc2)c2ccccc2)ncn1
→ 0	0	-2	nt	-2	nt	3	-0.3	-9
(4) COc1cc(/C=N/NC(=S)Nc2cccc(Cl)c2C)ccc1OCC(=O)N1CC(C)OC(C)C1 (stereo not drawn)
→ -2	1	41	-6	-3	-5	17	4.4	24
(5) Cc1ccc(NC(=S)NC(=O)C2CCCC2)cc1C
→ 2	3	-8	-5	-5	-13	11	0.1	12
(6) Oc1ccccc1/C=N/n1c2ccccc2c2ccccc21
→ -20	7	-9	-3	-7	-10	1	0.1	-23
(7) COc1ccc(CC(=O)OCN2C(=O)c3ccccc3C2=O)cc1OC
→ 8	9	-35	-11	-1	1	2	1.9	-9
(8) Cc1noc(NS(=O)(=O)c2ccc(NC(=O)c3cc(-c4ccccc4Cl)nc4ccccc34)cc2)c1C
→ -18	24	2	-10	-5	-6	4	0.4	-12
(9) OC(COCC1COc2ccccc2O1)CN1CCc2ccccc2C1 (stereo not drawn)
→ -6	11	10	-17	-6	-11	11	0.2	-9
(10) CC1CC(CC(=O)NC(=S)Nc2ccccc2Cl)C(=O)O1 (stereo not drawn)
→ -1	11	-2	-9	-5	6	3	0.2	-10
(11) CSc1ncc(CN2CCc3c([nH]c4ccccc34)C2c2cccc(C)n2)cn1 (stereo not drawn)
→ -1	8	-23	-33	-8	-4	-2	-0.3	0
(12) CCOC(=O)C1(C)CCN1C(=O)c1ccc(OC)cc1 (stereo not drawn)
→ -7	20	-3	nt	-4	nt	2	1.3	-8
(13) N#Cc1ccccc1NC(=O)CSc1nnc(-c2ccccc2)n1-c1ccccc1
→ 9	6	22	-13	0	-5	5	0.0	-7
(14) CC(C)=CCC/C(C)=C/CC/C(C)=C/CC/C(C)=C/CC1=C(C)C(=O)c2ccccc2C1=O
→ -9	17	-4	-8	-5	-6	0	0.5	-2
(15) Nn1c(SCc2nc3ccccc3[nH]2)nnc1-c1ccccc1
→ -13	26	-2	-12	-7	-1	6	0.7	-11
(16) CCOC(=O)N1CCN(C(=O)CSc2nc(=O)n3ccc(C)cc3n2)CC1
→ -12	20	3	1	-5	-10	0	1.2	-14
(17) COc1ccc(OC)c(NC(=O)C(C)Oc2ccc(Br)cc2)c1 (stereo not drawn)
→ -1	11	21	-12	-8	-7	4	2.6	5
(18) O=C(Cn1cnc(S(=O)(=O)N2CCCCC2)c1)NCc1ccco1
→ -11	0	nt	-2	-2	-2	nt	0.6	-4
(19) C=C(NC(C)=O)c1c(F)cccc1F
→ -3	6	4	-11	-5	0	14	0.9	2
(20) CC(=O)NCCCc1nc2ccccc2n1Cc1ccccc1F
→ -12	26	-14	8	1	-6	7	1.6	-12
(21) O=Cc1cc(N=Nc2ccccc2Cl)ccc1O
→ -2	-3	36	24	0	-16	8	2.0	-17
(22) Cc1cc(N2C(=O)C(O)=C(C(=O)c3ccc(C)o3)C2c2ccc([N+](=O)[O-])cc2)no1 (stereo not drawn)
→ -11	12	-6	-14	-3	-4	2	0.3	-8
(23) O=C(O)c1ccccc1SC1CC(=O)N(c2ccccc2)C1=O (stereo not drawn)
→ 11	-10	4	-8	-2	-2	-1	0.1	-9
(24) COCC(C)Nc1ncnc2c1cnn2-c1ccc(Cl)cc1 (stereo not drawn)
→ -13	20	-5	0	-6	-7	5	3.3	-8
(25) CCOC(=O)c1ccc(N2C(=O)c3n[nH]c(C)c3C2c2ccc(OC)cc2OC)cc1 (stereo not drawn)
→ -8	24	-2	-18	-4	-1	27	0.9	-5
(26) CC(C)(C)NC(=O)C(c1ccccn1)N(C(=O)c1csnn1)C1CCCC1 (stereo not drawn)
→ -3	3	1	-25	0	-5	-3	0.2	-18
(27) CC1CCN(S(=O)(=O)c2ccc3c(ccn3CCC(=O)NC(C)C)c2)CC1
→ -7	16	-6	-10	1	-4	2	0.6	-9
(28) CCOC(=O)N1CCN(C(=O)c2ccc3c(SCC(=O)O)c4c(nc3c2)CCC4)CC1
→ -14	18	2	5	-6	-3	-1	-0.1	-12
(29) CS(=O)(=O)N(CC(=O)NCCSc1ccccn1)c1cccc2ccccc12
→ 3	15	8	-5	-4	-6	3	1.0	-11
(30) O=C(c1ccc(Br)cc1)N1CCC(C(=O)N2CCN(Cc3ccccc3)CC2)CC1
→ 2	-7	-20	nt	-5	nt	4	0.4	-13
(31) COc1ccc(-c2nc(CS(=O)CC(=O)N3CCCC3)c(C)o2)cc1 (stereo not drawn)
→ -15	19	-15	7	-3	5	0	0.9	-8
(32) COc1ccccc1C1C(C(C)=O)=C(O)C(=O)N1c1ccc(O)cc1 (stereo not drawn)
→ -5	16	-5	4	-3	0	5	0.3	-12
(33) O=C(N/N=C/c1sc(N2CCCCC2)nc1-c1cccs1)c1cccnc1
→ -11	1	3	-11	-3	-8	15	1.6	1
(34) CC(Oc1ccccc1)C(=O)Nc1nnc(S(=O)(=O)Nc2ccccc2)s1 (stereo not drawn)
→ 2	7	9	0	-1	-4	5	0.8	3
(35) CCN(C(=O)CSc1nnc(-c2ccncc2)n1C)C1CCS(=O)(=O)C1 (stereo not drawn)
→ 0	2	25	-6	-3	-9	-2	0.8	-5
(36) O=C(N/N=C/c1cccnc1)c1ccc([N+](=O)[O-])cc1Cl
→ -27	15	17	-5	-3	-4	-3	0.9	-16
(37) c1ccc(-c2nnc(SCCC3OCCCO3)o2)cc1
→ -8	-11	2	10	-3	-12	12	0.1	2
(38) CCCNC(=O)Cn1c(=O)/c(=C/c2ccc(-c3ccc([N+](=O)[O-])cc3)o2)s/c1=C\C(=O)C(C)(C)C
→ 31*	1	11	nt	74*	nt	14	32*	65*
(39) COC(=O)c1nn(-c2ccc(OC)cc2)c(=O)cc1Oc1cccc(Cl)c1
→ -3	7	13	-6	-7	0	-1	0.1	-8
(40) COc1cccc(NC(=O)N2CCCC2C(=O)Nc2cc(C)ccc2OC)c1 (stereo not drawn)
→ -13	12	7	-12	-7	10	-3	1.7	-11
(41) Cc1ccc(C(=O)NC2CC2)cc1S(=O)(=O)N1CCOCC1
→ 0	-8	3	-2	-3	3	7	0.3	4
(42) COc1ccc(-c2oc3ncnc(NCCCO)c3c2-c2ccc(OC)cc2)cc1
→ -1	6	48	-7	-5	-13	7	2.6	1
(43) CCc1nc2ccc(C(=O)NCc3ccc(OC)cc3)cn2c1N(C)CCC(C)C
→ -18	15	29	nt	-8	nt	0	0.1	-6
(44) O=C(CSc1nnnn1-c1ccc(Cl)c(C(=O)O)c1)NC(c1ccccc1)c1ccccc1
→ -15	9	2	-6	-3	4	1	0.9	-14
